Bioassay records from PubChem BioAssay.
SENP8 block: human SENP8 protease inhibitors, primary screen, biochemical, fluorescence, Nedd8 protein substrate, uHTS. Sentrin-specific protease 8 (Homo sapiens), Q96LD8. recombinant SENP8. inhibition, % at 20 µM. 0.64% of 360,000 active. AID 602440, 2012; in the data active = inhibition mostly above about 40%, no sharp cut-off; inactive = mostly below about 27%
Target sequence (Q96LD8 whole entry, looked up): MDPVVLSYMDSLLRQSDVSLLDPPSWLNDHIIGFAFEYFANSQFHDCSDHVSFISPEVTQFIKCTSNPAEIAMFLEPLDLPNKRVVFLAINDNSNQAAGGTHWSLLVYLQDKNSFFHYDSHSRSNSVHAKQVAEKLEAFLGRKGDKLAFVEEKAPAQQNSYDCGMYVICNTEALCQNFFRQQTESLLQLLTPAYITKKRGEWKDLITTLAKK
ATG4B inh: ATG4B protease inhibitors, primary screen, biochemical, fluorescence, uHTS; ATG4B cleavage of LC3-PLA2, NBD-HPC fluorescence, 1 h; Cysteine protease ATG4B (Homo sapiens), Q9Y4P1; inhibition, % at 8.33 µM; 0.51% of 340,000 active; AID 504462, 2011; in the data active = inhibition above about 40%
SENP7 block: SENP7 protease inhibitors, primary screen, biochemical, luminescence, uHTS; recombinant SENP7, Z-RLRGG-aminoluciferin luminescence, 40 min; inhibition, % at 5 µM; 1.5% of 330,000 active;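 active = inhibition above about 50% at the single test dose, limit read from the data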;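 note: plate controls were DMSO with enzyme for no effect and no enzyme buffer wells for full effect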
Target sequence (Q9BQF6 706-1050 limits assumed): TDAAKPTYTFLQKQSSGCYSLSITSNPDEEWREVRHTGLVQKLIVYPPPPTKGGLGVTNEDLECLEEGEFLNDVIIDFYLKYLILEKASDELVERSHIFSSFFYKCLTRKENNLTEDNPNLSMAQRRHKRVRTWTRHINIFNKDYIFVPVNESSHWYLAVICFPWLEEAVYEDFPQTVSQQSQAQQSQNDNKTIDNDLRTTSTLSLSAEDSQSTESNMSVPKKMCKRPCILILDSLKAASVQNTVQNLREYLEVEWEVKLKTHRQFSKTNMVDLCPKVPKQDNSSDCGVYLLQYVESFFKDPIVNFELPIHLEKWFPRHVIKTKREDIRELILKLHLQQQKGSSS
MPTP block: mitochondrial permeability transition pore inhibitors, primary screen, biochemical, isolated mouse mitochondria, absorbance | Ca2+ swelling absorbance, 30 min | inhibition, % at 10 µM | 1.4% of 360,000 active;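 active = inhibition of 50% or more, scaled per plate between neutral and stimulator controls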;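 note: 0% = DMSO wells given calcium and 100% = 1 mM EGTA wells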
NR3A LBD binder: binders of NR3A ligand-binding domain, primary screen, biophysical, differential scanning fluorimetry, uHTS | Tm shift relative to glycine control, % at 25 µM | Glutamate receptor ionotropic, NMDA 3A (GRIN3A) ligand-binding domain | 2.5% of 340,000 active | NR3A LBD differential scanning fluorimetry, Tm shift; 0% = protein alone, 100% = glycine-bound protein;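 active = melting temperature shift of at least 10% of the positive control shift, at one fixed dose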
SENP6 inh: SENP6 protease inhibitors, primary screen, biochemical, luminescence, uHTS | Recombinant SENP6 catalytic domain, aminoluciferin luminescence | inhibition, % at 10 µM | 1.8% of 330,000 active | AID 2599, 2010;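 active = inhibition above about 50% at the single tested dose, limit read from the data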;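 note: plate controls were DMSO wells with enzyme for no effect and DMSO wells lacking enzyme for full effect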
Target sequence (Q9GZR1 628-1112 limits assumed): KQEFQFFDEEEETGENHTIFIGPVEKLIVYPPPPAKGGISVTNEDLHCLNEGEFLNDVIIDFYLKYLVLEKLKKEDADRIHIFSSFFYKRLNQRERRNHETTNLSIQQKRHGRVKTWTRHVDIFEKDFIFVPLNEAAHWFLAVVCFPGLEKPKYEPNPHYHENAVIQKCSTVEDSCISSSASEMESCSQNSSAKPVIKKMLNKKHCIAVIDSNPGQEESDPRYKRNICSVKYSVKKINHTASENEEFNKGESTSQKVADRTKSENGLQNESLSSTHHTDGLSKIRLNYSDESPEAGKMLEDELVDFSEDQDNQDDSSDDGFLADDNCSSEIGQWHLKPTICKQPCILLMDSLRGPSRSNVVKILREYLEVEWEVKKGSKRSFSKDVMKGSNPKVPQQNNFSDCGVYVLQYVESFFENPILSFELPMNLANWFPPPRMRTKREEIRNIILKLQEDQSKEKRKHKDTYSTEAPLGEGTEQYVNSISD
HKDC1 inhibitor: HKDC1 hexokinase inhibitors, primary screen, biochemical, fluorescence, uHTS | Q2TB90 | recombinant HKDC1, G6PDH/diaphorase resazurin coupled fluorescence | inhibition, % at 20 µM | 0.16% of 340,000 active;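 active = inhibition above about 35% when tested at 20 µM, limit read from the data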;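 note: plate controls were DMSO wells with enzyme for no effect and DMSO wells lacking enzyme for full effect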
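Material: recombinant HKDC1 hexokinase; Amount: HKDC1 at 5 µg/mL; Medium: Tris pH 8.0 buffer with MgCl2, Tween-20, BSA, BME; Schedule: 90 min reaction incubation at room temperature, dark; Technique: coupled resazurin fluorescence, excitation 525 nm, emission 613 nm.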
PfGluPho inh: PfG6PD enzyme inhibitors, primary screen, biochemical, fluorescence intensity, uHTS; glucose-6-phosphate dehydrogenase-6-phosphogluconolactonase (Plasmodium falciparum 3D7); PfGluPho enzyme, NADPH resazurin-diaphorase fluorescence; inhibition, % at 20 µM; 0.78% of 350,000 active;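 active = inhibition reaching at least a set limit at 20 µM in the primary screen, cut at about 59% in these data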;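 note: 0% = DMSO wells with substrate and 100% = DMSO wells lacking glucose-6-phosphate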
Active calls of the source: *; . = no result given.

SMILES	SENP8 block	ATG4B inh	SENP7 block	MPTP block	NR3A LBD binder	SENP6 inh	HKDC1 inhibitor	PfGluPho inh
Clc1ncc2[nH]cnc2n1	11	7	6	0.9	-2	-2	-17	5
CSc1ccccc1NC(=O)CN(C)C(=O)c1cccc(S(=O)(=O)N(C)C)c1	-24	-3	-1	-1.1	-1	-7	6	-2
CCN(CC)CCNC(=O)c1ccc(NC(=O)c2cn(-c3ccc(F)cc3)nc2-c2cccc(OC)c2)cc1	3	-4	-9	-1.9	-5	-15	-2	1
O=C(NCCOC(=O)c1ccccc1C(=O)OCCNC(=O)c1cccnc1)c1cccnc1	3	-10	-10	1.1	1	-8	-7	0
CCOc1ccc(N(CC(=O)NC2CCCC(C)C2C)S(=O)(=O)c2c(C)noc2C)cc1 (stereo unspecified)	10	-2	-2	-1.8	0	-4	-4	1
COc1cc2nc(CC(C)C)n(NC(=O)c3ccccc3Br)c(=O)c2cc1OC	-4	-10	-2	1.2	-1	9	-2	3
COc1ccc(NC(=O)COC(=O)C2CCN(S(=O)(=O)c3ccccc3)CC2)cc1Cl	-3	-8	9	-1.0	-3	3	6	4
CN(C)S(=O)(=O)c1cc(C(=O)Nc2ccccc2C(=O)NC2CC2)ccc1Cl	-10	-29	-11	0.2	2	-21	0	3
CC(C)(C)C(=O)CN1C(=O)NC2(CCOc3ccccc32)C1=O (stereo unspecified)	-4	4	-2	0.8	-1	-5	-3	-11
O=C(O)C1CCN(c2ccc(S(=O)(=O)N3CCCCC3)cc2[N+](=O)[O-])CC1	16	-10	-7	-0.5	0	-6	-3	-14
Cc1cc(C)c(C)c(S(=O)(=O)Nc2ccccc2N2CCOCC2)c1C	17	-49	-5	-1.4	0	-9	2	65*
Cc1ccccc1NC(=O)Cc1nc(CSc2nnc(C3CCCCC3)n2N)cs1	20	-10	3	5.5	-2	-13	-7	5
O=C(CSc1ccccc1C(=O)N1CCN(c2ccccc2)CC1)N1CCCC1	-123	-1	3	-0.8	2	-14	-6	14
COc1ccc(/C=N/NC(=O)c2cc(OC)c(OC)c(OC)c2)cc1CN1CCc2cc(OC)c(OC)cc2C1C (stereo unspecified)	-102	-7	-13	1.2	-1	-16	0	-12
COc1cccc(/C=N/NC(=O)c2cnn(-c3ccccc3)c2N)c1	-17	-15	81*	-1.3	-8	83*	1	21
COc1ccc(-n2c(-c3cccc(C)c3[N+](=O)[O-])n[nH]c2=S)cc1	16	-8	1	0.9	-2	-8	1	47
COc1cccc(S(=O)(=O)NCc2ccc(C(=O)NCC3CCCO3)cc2)c1 (stereo unspecified)	17	2	-6	-1.6	-2	-19	-10	8
Brc1ccsc1/C=N/Nc1ccccc1	10	2	2	6.0	-6	37	-1	22
COC(=O)CCCC(=O)N1CCC(CCC(=O)NC2CC2)CC1	8	-8	0	-0.4	1	-2	-6	2
CCOc1ccccc1Nc1nc(N)nc(CN2CCCCC2C)n1 (stereo unspecified)	12	-6	2	1.1	0	-2	-2	-7

Next section (six carried over from the part before).
SMILES	SENP8 block	ATG4B inh	SENP7 block	MPTP block	NR3A LBD binder	SENP6 inh	HKDC1 inhibitor	PfGluPho inh
COc1cccc(/C=N/NC(=O)c2cnn(-c3ccccc3)c2N)c1	-17	-15	81*	-1.3	-8	83*	1	21
COc1ccc(-n2c(-c3cccc(C)c3[N+](=O)[O-])n[nH]c2=S)cc1	16	-8	1	0.9	-2	-8	1	47
COc1cccc(S(=O)(=O)NCc2ccc(C(=O)NCC3CCCO3)cc2)c1 (stereo unspecified)	17	2	-6	-1.6	-2	-19	-10	8
Brc1ccsc1/C=N/Nc1ccccc1	10	2	2	6.0	-6	37	-1	22
COC(=O)CCCC(=O)N1CCC(CCC(=O)NC2CC2)CC1	8	-8	0	-0.4	1	-2	-6	2
CCOc1ccccc1Nc1nc(N)nc(CN2CCCCC2C)n1 (stereo unspecified)	12	-6	2	1.1	0	-2	-2	-7
COc1ccc(C2=Nc3cccc4cccc(c34)N2)cc1	23	-8	2	3.8	0	12	6	55
Cc1ccc(-c2nnc(N3CCCCCC3)c3ccccc23)cc1	-9	0	5	1.5	-7	-19	16	2
CCC(CO)Oc1cc(NC(=O)c2ccccc2C)c2ncn(C(C)C)c2c1 (stereo unspecified)	17	-6	-3	-1.7	1	-7	23	32
CC(C)(C)NC(=O)c1ccc2nccnc2c1	15	4	3	0.6	3	7	-4	-9
O=C(CSc1nnc(CNC(=O)c2ccc(F)cc2)o1)c1ccccc1	5	-4	-2	2.3	-1	5	4	-5
COc1cc(/C=C/C(=O)O)cc(S(=O)(=O)Nc2ccc3nc(C)sc3c2)c1OC	5	8	-3	0.8	-1	4	13	35
CCOC(=O)C1(CC)Oc2ccccc2C(c2ccc(OC)cc2)=C1C(=O)OC (stereo unspecified)	-14	5	-4	-3.4	-2	.	7	7
CC(=O)Nc1ccc(NC(=O)CCn2c(=O)oc3ccccc32)cc1	6	-9	5	0.0	0	-30	-4	-7
CCOC(=O)c1c(C)c(C(=O)OCC)n(C)c1C	24	0	2	-1.0	.	-40	-4	4
CCCCCNC(=O)C1CCC(Cn2c(=S)[nH]c3ccccc3c2=O)CC1 (stereo unspecified)	26	-3	-11	2.3	-7	-9	-2	-6
Cc1ccc[n+](CC(=O)Nc2ccc([N+](=O)[O-])cc2)c1	12	3	-4	1.5	-1	5	-5	3
COc1ccccc1NC(=O)CNC(=O)c1ccc(Br)o1	-6	3	-15	0.6	-1	-34	-11	4
CC1CN(/C=C/C=O)C(C)CC1OC(=O)c1ccccc1 (stereo unspecified)	23	6	0	-0.2	0	-1	-3	-12
CCN(CC)S(=O)(=O)c1ccc(N2CCOCC2)c(NC(=O)C2COc3ccccc3O2)c1 (stereo unspecified)	-2	-1	7	-0.4	-1	-11	3	8
CCn1c(=NC(=O)C2COc3ccccc3O2)sc2c(OC)ccc(OC)c21 (stereo unspecified)	-76	-9	1	3.1	3	-15	-1	13
CN(Cc1ccccc1)C(=O)N[C@@H](Cc1ccccc1)C(=O)O	7	-10	7	-5.0	0	2	2	-29
O=C(NCCN1CCOCC1)c1cnn2c(-c3ccccc3)cc(-c3ccccc3)nc12	-254	-23	-7	-1.2	-15	-11	7	5
COC(=O)c1ccc(Cc2ccccc2)o1	20	3	-19	0.5	-2	-2	-3	-5
CC(=O)NC(Cc1ccccc1)C(=O)OCC(=O)c1ccccc1 (stereo unspecified)	11	3	-10	-1.1	-2	-5	-13	-4
COc1ccccc1NC(=O)COc1ccc(Br)cc1CNCCCN1CCOCC1	19	-8	-1	-0.1	-1	-8	-7	10

Arranged by heavy-atom count (ascending): part of the list above.
SMILES	SENP8 block	ATG4B inh	SENP7 block	MPTP block	NR3A LBD binder	SENP6 inh	HKDC1 inhibitor	PfGluPho inh
COC(=O)c1ccc(Cc2ccccc2)o1	20	3	-19	0.5	-2	-2	-3	-5
COc1ccc(C2=Nc3cccc4cccc(c34)N2)cc1	23	-8	2	3.8	0	12	6	55
O=C(CSc1nnc(CNC(=O)c2ccc(F)cc2)o1)c1ccccc1	5	-4	-2	2.3	-1	5	4	-5

Continued.
SMILES	SENP8 block	ATG4B inh	SENP7 block	MPTP block	NR3A LBD binder	SENP6 inh	HKDC1 inhibitor	PfGluPho inh
COc1ccc(CC(=O)NNC(=O)c2cccnc2)cc1OC	0	9	1	0.3	-2	-1	-9	13
Cc1cc(OCC(=O)N[C@@H](CSCc2ccccc2)C(=O)O)c2c(C)c(C)c(=O)oc2c1	-190	-20	-2	-0.1	-3	-6	3	16
O=C(Nc1ccc(C(F)(F)F)cc1[N+](=O)[O-])O[C@H]1[C@H](Cc2ccccc2)NS(=O)(=O)[C@H]2C[C@@H]3C=C[C@]12O3	10	-4	12	1.8	-5	6	6	7
COC(=O)c1[nH]c(C)c(/C(O)=C2\C(=O)C(=O)N(CCN(C)C)C2c2ccc(C)o2)c1C (stereo unspecified)	10	-3	1	0.2	0	-2	-7	-5
N/C(=N\OS(=O)(=O)c1cccc([N+](=O)[O-])c1)c1ccncc1	9	6	-1	-0.1	-5	-9	-10	-10
O=c1c2ccccc2nnn1Cc1cccc2ccccc12	3	8	5	0.7	5	-2	-1	-33
Cn1c(N)c(C(=O)COC(=O)c2nc(Cl)ccc2Cl)c(=O)n(C)c1=O	-10	-24	5	0.8	1	9	-6	11
CCN(CC)CCSc1nc(O)c(-c2ccccc2)c(=O)[nH]1	2	1	-7	-0.1	-1	-3	-9	-13
CC(C)(C)c1ccc(S(=O)(=O)N2C=CC(C(F)(F)F)=NCC2)cc1	7	-3	-1	0.1	4	2	5	1
COc1ccccc1N1CCN(C(=O)c2sc3nc(-c4ccccc4)cn3c2C)CC1	5	-12	10	1.0	1	-2	1	20
O=C1c2ccccc2S(=O)(=O)N1CC1CC(c2ccccc2)=NO1 (stereo unspecified)	20	-3	1	0.4	1	1	2	-20
O=C(O)CCCCCN1C(=O)c2ccc(C(=O)O)cc2C1=O	-2	-4	6	-0.7	0	-6	-6	-4
C=CCn1c(C(C)NC(=O)COC)nc2ccccc21 (stereo unspecified)	4	-6	-1	-2.1	-3	-6	-7	9
Cc1ccc(-n2cc(CNC(C)c3cnn(C)c3)c(-c3ccc(F)cc3)n2)cc1 (stereo unspecified)	17	-13	-7	0.1	-6	-4	-10	15
Cn1c(C(=O)N2CCC(C(=O)N3CCOCC3)CC2)cc2sccc21	22	-12	-5	-0.1	-3	-4	-5	0
CCn1c(SCC(=O)c2ccc3c(c2)OCCO3)nnc1-c1ccco1	-2	-6	9	0.0	1	-18	0	23
O=C(CSc1nnc2ncccn12)Nc1cccc2ccccc12	12	-5	-3	-1.4	-2	2	4	-17
Cc1ccc(SCc2cn3ccccc3n2)cc1	14	1	23	1.1	0	21	-2	4
CCOCC(=O)Nc1nc2ccc(C)cc2s1	9	2	60*	1.1	-6	49	0	-8
CCCCNC(=S)Nc1ccc(OC)nc1	12	-7	-3	0.4	-2	6	-10	-8
COc1ccc(C2=NOC(Cn3c(Cc4ccc(Cl)cc4)nc4c3c(=O)n(C)c(=O)n4C)C2)cc1 (stereo unspecified)	8	-8	-11	-1.4	4	-7	-8	-3
CCN(c1ccccc1)S(=O)(=O)c1ccc(C(=O)NC2CCN(Cc3ccccc3)CC2)cc1	14	2	-7	66*	2	-7	-6	20
O=C(N/N=C/C1=Cc2ccccc2OC1)c1ccncc1	-239	-5	0	2.6	-12	-15	-2	-7
Cc1coc2c(C)c3oc(=O)c(CCC(=O)N[C@@H](C)C(=O)N[C@@H](Cc4ccccc4)C(=O)O)c(C)c3cc12	0	-22	9	1.0	0	3	2	-24
Cc1occc1C(=O)n1nnc2ccccc21	.	-5	-1	.	0	3	-5	2
O=C(CS(=O)(=O)c1ccc2ccccc2c1)N1CCCCCC1	6	-1	-9	0.2	0	-2	-5	-11
CCOC(=O)N1CCN(c2ccc(S(=O)(=O)N3CCOCC3)cc2[N+](=O)[O-])CC1	10	-6	-11	-0.5	-1	2	-7	-6
CC1CCCCN1S(=O)(=O)c1ccc(C(=O)Nc2nnc(C3=COCCO3)o2)cc1 (stereo unspecified)	8	-2	-4	-1.1	-1	-11	3	-20
Cc1cccc(C(=O)Nc2ccc(C(=O)N/N=C/c3ccco3)cc2)c1	-37	1	9	0.0	-9	-2	0	5
COc1ccc(S(=O)(=O)Nc2ccc3c(c2)C(=O)N([C@H](C)CO)C[C@H](C)[C@@H](CN(C)S(=O)(=O)c2ccccc2)O3)cc1	1	-22	8	2.4	-4	17	-3	2
COc1ccccc1CNc1ncccn1	1	1	14	-0.7	0	10	-7	-3
COc1ccc(/C=N/Nc2ncnc3sc4c(c23)CCCC4)cc1OC	-19	-11	-8	1.6	-15	-2	13	3
Cc1cc(Br)ccc1NC(=O)CN(C)C(=O)COc1cccc2c1OC(C)(C)C2	3	-3	-2	-0.1	1	3	7	-6
O=c1c(Cl)c(N2CCN(c3ccc(F)cc3)CC2)cnn1-c1nc2ccccc2s1	-41	-2	9	2.7	2	16	-3	9
